Source: PubChem
NSD2 HMT inh: NSD2 histone methyltransferase inhibitors, primary screen, biochemical, AlphaScreen, single concentration, set 2 | Histone-lysine N-methyltransferase NSD2 (Homo sapiens), O96028 | NSD2 peptide methylation, 120 min | inhibition, % at 12.5 µM | 310,000 compounds, 0.54% hits | AID 743445, 2014; in the data active = inhibition above about 50%
Starred values were filed as active, the others as inactive.

NSD2 HMT inh	SMILES
1	Cc1cc(-c2n[nH]c(=S)n2N=Cc2ccc(-c3ccccc3)cc2)n[nH]1
-1	CC(C)CN1C(=O)CN(S(C)(=O)=O)CC1(C)C(=O)NCc1ccccc1 (stereo not drawn)
47	COc1ccc(Cl)cc1CN1C(=O)C(Cc2ccccc2)ON=C1C (stereo not drawn)
0	O=C(CSc1ccccc1)NC1CC1
-1	Cn1ccnc1CC(C)(O)c1ccccc1 (stereo not drawn)
3	NC(=O)/C(=C\c1ccco1)NC(=O)c1ccco1
2	COc1cc(-c2cc(NC(C)=O)c3ncc(-c4ccc(F)cc4)n3c2)cc(OC)c1OC
2	COc1c(C)cc(C(O)c2ncc(-c3cccc(F)c3)[nH]2)cc1C (stereo not drawn)
11	CCCS(=O)(=O)NC(=O)C1(C)CCCN(C(=O)C(C)(C)Oc2ccc(Cl)cc2)C1 (stereo not drawn)
0	O=C(NC(=S)N1CC=CCC1)c1ccccc1

Carrying on.
NSD2 HMT inh	SMILES
-1	CCCOc1ccc(F)cc1-c1cc(C(=O)NCc2cc(C(F)(F)F)cc(C(F)(F)F)c2)[nH]n1
-1	Oc1ccc(CN2CCC(Cc3ccccc3)CC2)c2cccnc12
-5	CC(=O)Nc1cccc(-c2ccnc3c2CC(C)(C(=O)NCc2ccncc2)O3)c1 (stereo not drawn)
-2	CCCCn1c(OC(=S)N(CC)CC)cc(C)nc1=S
-1	O=C(CSc1nnc(-c2ccccc2)n1Cc1ccco1)Nc1ccc(Oc2ccccc2)cc1
0	Cc1ccc(CNc2nc(NCC3CC3)nc3ccsc23)c(C)c1
-1	COc1ccc(/C=C2/SC(=S)N(CCC(=O)Nc3cccnc3)C2=O)cc1OC
3	CCNc1ccc(S(=O)(=O)N2CCOCC2)cc1NCC(=O)Nc1cccc(Br)c1
2	Cc1cccc(C)c1NC(=O)c1ccc2sc([C@H]3C[C@H](O)[C@@H](CO)O3)nc2c1
0	S=C1SCN(Cc2ccccc2)CN1Cc1ccco1

New compounds follow.
NSD2 HMT inh	SMILES
-2	CCNC(=O)C1(C)CCN(C(=O)c2ccc3snnc3c2)C1 (stereo not drawn)
4	COCCNc1ncnc2c1ncn2[C@H]1CN(Cc2ccc(-c3ccccc3)cc2)C[C@@H](CO)O1
-4	CNc1ncn(-c2c(C)cccc2C)c(=O)n1
19	CC(C)(C)c1ccccc1NC(=O)Nc1nc(C(N)Cc2ccc(F)cc2)cs1 (stereo not drawn)
5	CC1CCC(NC(=O)c2nn(C)c(=O)c3ccccc23)CC1 (stereo not drawn)
-2	O=C(Nc1nnc([C@H]2C[C@H](O)[C@@H](CO)O2)s1)Nc1ccc(F)cc1F
-1	Cc1cc2c(=O)[nH]c(N)nc2[nH]1
2	CCNC(=O)C1(C)CCCN(C(=O)CCc2cccs2)C1 (stereo not drawn)
17	CC1(C)CC2(C)OC2C2(C1)N=NC(=Nc1ccccc1)O2 (stereo not drawn)
2	C[C@H]1[C@@H](OC(=O)Nc2cccc(C(F)(F)F)c2)CC[C@@]23CCCN2C(=O)CCC[C@@H]13

14 consecutive compounds from above:
NSD2 HMT inh	SMILES
-1	COc1ccc(/C=C2/SC(=S)N(CCC(=O)Nc3cccnc3)C2=O)cc1OC
3	CCNc1ccc(S(=O)(=O)N2CCOCC2)cc1NCC(=O)Nc1cccc(Br)c1
2	Cc1cccc(C)c1NC(=O)c1ccc2sc([C@H]3C[C@H](O)[C@@H](CO)O3)nc2c1
0	S=C1SCN(Cc2ccccc2)CN1Cc1ccco1
-2	CCNC(=O)C1(C)CCN(C(=O)c2ccc3snnc3c2)C1 (stereo not drawn)
4	COCCNc1ncnc2c1ncn2[C@H]1CN(Cc2ccc(-c3ccccc3)cc2)C[C@@H](CO)O1
-4	CNc1ncn(-c2c(C)cccc2C)c(=O)n1
19	CC(C)(C)c1ccccc1NC(=O)Nc1nc(C(N)Cc2ccc(F)cc2)cs1 (stereo not drawn)
5	CC1CCC(NC(=O)c2nn(C)c(=O)c3ccccc23)CC1 (stereo not drawn)
-2	O=C(Nc1nnc([C@H]2C[C@H](O)[C@@H](CO)O2)s1)Nc1ccc(F)cc1F
-1	Cc1cc2c(=O)[nH]c(N)nc2[nH]1
2	CCNC(=O)C1(C)CCCN(C(=O)CCc2cccs2)C1 (stereo not drawn)
17	CC1(C)CC2(C)OC2C2(C1)N=NC(=Nc1ccccc1)O2 (stereo not drawn)
2	C[C@H]1[C@@H](OC(=O)Nc2cccc(C(F)(F)F)c2)CC[C@@]23CCCN2C(=O)CCC[C@@H]13

Continued:
NSD2 HMT inh	SMILES
5	COc1ccc(-n2c(SCC(=O)Nc3cc(C)c(NC(=O)c4ccccc4)cc3OC)nnc2-c2ccco2)cc1
0	OC(c1ccccc1)(c1nc(-c2ccccc2)cs1)C(F)(F)F (stereo not drawn)
-1	COC(=O)C1=C(C)N(Cc2ccc(F)cc2)C(=S)NC1c1ccccc1 (stereo not drawn)
-8	COc1ccc(CC(=O)N2CCN(C(=O)c3ccc4nc(C)n(C5CCCC5)c4c3)CC2)cc1
1	NC(=O)COc1ccc(S(=O)(=O)N2CCCC2)cc1
-2	CC1(C(=O)NCc2cccc(C(F)(F)F)c2)CCN1Cc1cc2ccccc2o1 (stereo not drawn)
1	CN1CCN(C(=O)c2cccc(-c3ccc4nncn4c3)c2)CC1
-2	CCCCc1ccc(S(=O)(=O)NC(=O)C2(C)CCN2C(=O)CCc2cccs2)cc1 (stereo not drawn)
-3	CCOC1(OCC)OC(c2ccccc2)=C(C#N)C(C=Cc2ccccc2)C1(OCC)OCC (stereo not drawn)
-3	C(=Cc1nc2ccccc2o1)c1ccc2c(c1)OCO2

Other compounds follow.
NSD2 HMT inh	SMILES
-5	Cc1ccccc1NC(=O)Cc1nc(COC(=O)Cc2cccc(C(F)(F)F)c2)cs1
0	COc1ccccc1NC(=O)Nc1nc(C(N)C(C)C)cs1 (stereo not drawn)
1	COc1cccc(C(NC(C)=O)c2nc(-c3cccc(O)c3)cs2)c1 (stereo not drawn)
8	Cc1ccc(S(=O)(=O)Nc2nc(CN3CCOCC3)nc3sc(C(=O)O)c(C)c23)cc1
0	CC1(C(=O)Nc2ccc3c(c2)OCO3)CCN1C(=O)Cc1cccc2ccccc12 (stereo not drawn)
-4	Cc1cc(NC(=O)Nc2cccc(Cl)c2)no1
-3	CC(C)(Cc1nc2ccccc2[nH]1)c1nc2ccccc2[nH]1
-1	O=C(NCC(c1ccccc1)c1ccccc1)[C@H](Cc1c[nH]c2ccccc12)NC1(C(=O)NC2CCCCC2)CCN(Cc2ccccc2)CC1
-2	COc1ccc(C(=O)N2CCCCC2c2cc(C(=O)NCc3ccc(Cl)c(Cl)c3)no2)cc1 (stereo not drawn)
0	O=C(NCc1ccc(F)cc1)C1CCN(S(=O)(=O)c2ccc(N3CCCC3=O)cc2)CC1

The list continues:
NSD2 HMT inh	SMILES
-1	CCCCN1CCCCC1(C)C(=O)NCc1ccc2c(c1)OCO2 (stereo not drawn)
2	COc1cc(-c2cnc3c(NC=O)cc(-c4cccnc4)cn23)cc(OC)c1OC
-2	CCOC(=O)Cn1ccc2cc(S(=O)(=O)N3CCCC3)ccc21
0	COc1ccc(C=CC(=O)c2ccc3cc(OC)c(OC)cc3c2)cc1OC
0	Cc1[nH]c2ccccc2c1CC(=O)Nc1ccc(Nc2cccnc2)c(-c2ccc(F)c(F)c2)c1
2	O=C(c1ccc([N+](=O)[O-])cc1Cl)N1CCN(Cc2ccccc2)CC1
4	CC1(C)CC(=O)C2=C(C1)OC1=C(C(=O)CC(C)(C)C1)C2c1cccc([N+](=O)[O-])c1
1	O=C(NCC(=O)N1CCC(Cc2ccccc2)CC1)c1ccccc1F
0	COC(=O)[C@]12CCCCC=C1N(Cc1ccc3c(c1)OCO3)C(=O)[C@H](CC(=O)N1CCCCC1)C2
-4	CNc1cncc(-c2ccc(F)cc2F)n1

Next results:
NSD2 HMT inh	SMILES
0	O=C(NCCNC(=O)c1cccnc1)c1cccnc1
0	CCc1ccc(CCC(=O)N2CCN(S(=O)(=O)c3ccc(Br)cc3)CC2)cc1
5	CN(C)c1ccc(CN2CCC(C(=O)NC(c3ccc(Cl)cc3)c3cnccn3)CC2)cc1 (stereo not drawn)
0	Cc1ccc(-c2cnc3c(Nc4cccc(OC(F)(F)C(F)F)c4)nccn23)cc1
-30	N#Cc1cnn(-c2ccc([N+](=O)[O-])cc2[N+](=O)[O-])c1N
-2	O[C@@H](Cc1ccccc1)[C@@H](/C=C/c1ccccc1)N(Cc1ccccc1)Cc1ccccc1
4	C=CCOc1cccc(C2C(C(=O)c3ccc(C)o3)=C(O)C(=O)N2CCN2CCOCC2)c1 (stereo not drawn)
3	Nc1nc(N)c(N=O)c(Nc2cccc(Cl)c2)n1
-1	CCc1ccc(C(O)c2ncc(-c3ccccc3Cl)[nH]2)cc1 (stereo not drawn)
-5	O=C(CSC1=NCCS1)N1N=C(c2cccs2)CC1c1ccc(F)cc1 (stereo not drawn)

Other entries
NSD2 HMT inh	SMILES
2	CCOc1ccc(NC(=O)c2cc(-c3ccc(Cl)cc3)nc3ccccc23)cc1
0	O=C(C(=O)N1CCN(C(=O)c2ccccc2C(F)(F)F)CC1)c1cccc(C(F)(F)F)c1
-3	Cc1cc(O)ccc1-c1cc(C(=O)NCc2cc(C(F)(F)F)cc(C(F)(F)F)c2)[nH]n1
-3	COP1(=O)CCOCC[C@H](CC(C)C)NC(=O)[C@H](CC(C)C)N1 (stereo partly drawn)
-1	CCOC(=O)C1(C)NC(c2ccc(OC)c(OC)c2)C2C(=O)N(c3cccc(C(C)=O)c3)C(=O)C21 (stereo not drawn)
2	CCCCN(C)c1c(C)nc2ccc(C(=O)NCCOc3ccc(OC)cc3)cn12
0	NC(=S)c1ccc(OCCCc2ccccc2)cc1
2	COC(=O)[C@@]12C[C@@H](CC(=O)NCc3ccc(C)o3)C(=O)N(Cc3ccc4c(c3)OCO4)C1=CCC(C)(C)C2
-1	CCOc1ccc(Cl)cc1-c1cc(C(=O)Nc2ccc(OC)cc2OC)[nH]n1
-2	CN(Cc1ccccc1)C(=O)OCc1cn(Cc2ccc(F)cc2)nn1

Next section
NSD2 HMT inh	SMILES
-2	S=C1SCCCN1Cc1ccc(Cl)cc1
0	Cc1onc(-c2ccccc2)c1C(=O)NCC1CCN(C(=O)C(=O)c2cccs2)CC1
23	COc1cccc(CNC(=O)Cn2c(-c3ccccc3)cc(C(C)=O)c2C)c1
-2	Cn1c2c(c(=O)n(C)c1=O)CS(=O)c1ccccc1N2 (stereo not drawn)
5	COc1ccc(-c2csc(C(O)c3ccc(OC)cc3)n2)cc1 (stereo not drawn)
-2	O=C(NCc1ccccc1)/C(=C\c1cccc([N+](=O)[O-])c1)NC(=O)c1ccco1
-1	COc1ccc(-n2c(COc3ccc(Cl)cc3)nnc2SCC(=O)c2ccc(-c3ccccc3)cc2)cc1
-5	COc1ccc(NC(=O)c2cc(-c3cc(Cl)ccc3C)n[nH]2)cn1
2	CC1(C(=O)Nc2ccc3c(c2)OCO3)CCN1C(=O)C1(c2ccc(Cl)cc2)CC1 (stereo not drawn)
16	COc1ccccc1CNC(=O)Nc1nc(C(N)Cc2ccc(Cl)cc2)cs1 (stereo not drawn)

Later entries.
NSD2 HMT inh	SMILES
-2	CC(C)Oc1cccc(NC(=O)C2(C)CCCN(C)C2)c1 (stereo not drawn)
0	CC1(C(=O)NS(=O)(=O)c2cccc(C#N)c2)CCN1C(=O)c1ccco1 (stereo not drawn)
-2	O=C(O)c1ccc(CN2C[C@@H](CO)O[C@@H](n3cnc4c(NCc5ccc(F)cc5)ncnc43)C2)cc1
-1	C[C@]12CC[C@H](O)CC1=CCC1C2CC[C@@]2(C)C1CC[C@@H]2NCc1ccccc1 (stereo partly drawn)
0	CC(C)(C)c1ccc(S(=O)(=O)N2CCCC2C(=O)N2CCc3ccccc3C2)cc1 (stereo not drawn)
-1	CCc1nc2ccc(C(=O)NCCc3c[nH]c4ccccc34)cn2c1N(C)Cc1ccc(N(C)C)cc1
3	CC(=O)c1ccc(NS(=O)(=O)c2cccc3cccnc23)cc1
-2	O=C1CN(C(=O)C2CCCCC2)C=CN1CCc1ccccc1Br
0	Cc1ccc(C)c(NC(=O)C2CCCN2S(=O)(=O)c2cccnc2)c1 (stereo not drawn)
16	Nc1ccc(CC(N)c2csc(Nc3cc(Oc4ccccc4)ncn3)n2)cc1 (stereo not drawn)

More structures
NSD2 HMT inh	SMILES
-5	CCCCNC(=O)C1(C)CCN1Cc1ccc(C(=O)OCC)cc1 (stereo not drawn)
3	CCn1c2c(n(C(C)=O)c1=O)C=C(C(=O)N1CCCC1)C(C)C(c1ccccc1)=C2 (stereo not drawn)
5	O=C(COC(=O)c1ccc(Sc2ncn[nH]2)c([N+](=O)[O-])c1)Nc1ccc(Cl)c(Cl)c1
13	COc1cccc(C=C(C#N)C(=O)c2ccccc2)c1
1	CC(C)(C)C1=CC(CC(N)=O)(C(C)(C)C)OC1=O (stereo not drawn)
-5	Cc1cccc(S(=O)(=O)NC(=O)C2(C)CCN2C(=O)c2c(C)noc2C)c1 (stereo not drawn)
0	CC(=O)Nc1cccc(OCc2ccc([N+](=O)[O-])cc2)c1
-6	CC(C(=O)N1CCCC1)N(c1ccc(Cl)cc1)S(C)(=O)=O (stereo not drawn)
1	O=C(Nc1nnc([C@@H]2C[C@H](O)[C@@H](CO)O2)s1)NC(c1ccccc1)c1ccccc1
-2	COCCNC(=O)c1ccc(N2CC3CC(C2)c2cccc(=O)n2C3)c(NC(=O)c2ccc(C(C)(C)C)cc2)c1 (stereo not drawn)

Other records follow.
NSD2 HMT inh	SMILES
-4	CCCCNC(=O)C1(C)CCN1C(=O)c1ccccc1Br (stereo not drawn)
-14	N#CC1C(=O)NC(=O)C(C#N)C12CCCC2 (stereo not drawn)
0	COc1ccc(-c2ccc(C(=O)NCC(C)C)c3occc23)c(C)c1
-4	C=CCN1CCN(c2ccncc2S(=O)(=O)N2CCN(C)CC2)CC1

An excerpt; count on the stated rates, not on these rows.
